# High-throughput results (PubChem)
# TRPV1 ag – human TRPV1 agonism; activation, % at 8.33 µM; Q8NER1; TRPV1-expressing cells, Fluo-8 calcium influx, agonist mode; 320,000 tested, 0.19% active; in the data active = activation above about 80%; inconclusive = between about 30% and that limit; also: 0% is about no effect
# Target sequence (Q8NER1 whole entry, looked up): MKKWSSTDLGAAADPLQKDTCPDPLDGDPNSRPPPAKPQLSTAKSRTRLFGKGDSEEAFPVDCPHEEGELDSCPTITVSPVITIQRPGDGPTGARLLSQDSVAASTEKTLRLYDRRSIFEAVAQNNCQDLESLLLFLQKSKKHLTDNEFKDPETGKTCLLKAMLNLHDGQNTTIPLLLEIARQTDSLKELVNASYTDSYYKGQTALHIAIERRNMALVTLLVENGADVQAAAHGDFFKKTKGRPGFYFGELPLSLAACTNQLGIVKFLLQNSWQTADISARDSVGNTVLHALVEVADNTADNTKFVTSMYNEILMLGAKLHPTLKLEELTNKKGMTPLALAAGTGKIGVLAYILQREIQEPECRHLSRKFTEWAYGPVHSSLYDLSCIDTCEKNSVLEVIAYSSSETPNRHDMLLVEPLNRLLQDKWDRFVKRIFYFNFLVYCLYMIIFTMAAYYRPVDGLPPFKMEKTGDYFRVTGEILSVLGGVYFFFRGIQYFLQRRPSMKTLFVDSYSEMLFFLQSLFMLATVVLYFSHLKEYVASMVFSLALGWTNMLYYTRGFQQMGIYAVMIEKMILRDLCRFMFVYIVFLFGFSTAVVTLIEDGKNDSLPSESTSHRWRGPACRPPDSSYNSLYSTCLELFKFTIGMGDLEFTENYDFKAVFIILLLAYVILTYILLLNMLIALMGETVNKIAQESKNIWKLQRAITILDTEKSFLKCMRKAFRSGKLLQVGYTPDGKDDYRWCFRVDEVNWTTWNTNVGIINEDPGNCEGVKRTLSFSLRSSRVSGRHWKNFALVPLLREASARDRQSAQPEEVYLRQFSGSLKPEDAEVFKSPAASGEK
#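 TRPV1-expressing cells were cultured overnight at 35.5C and loaded with Fluo-8 calcium dye for 40 to 90 min at room temperature. After a 10 s baseline, compound was added and calcium influx was read kinetically for 3 min (ex 480/em 520 nm).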
# ELG1 DNA repair – inhibitors of ELG1-dependent DNA repair in HEK293T cells | HEK293T ELG1-luciferase reporter, luminescence, 16 h; DNA damage induced by 5-fluorouridine | Potency, µM (doses to about 46.1 µM), for inactives: at the highest dose activity change, negative = inhibition, hits mostly inhibitors | 330,000 tested, 2.3% active | AID 504467; also: potency is read from the fitted curve at half-maximal effect; % is scaled to controls: 0 for no effect and ±100 for the full control effect; nearly all actives have a fitted effect of over 55% in size
#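 Luminescence from the luciferase reporter, measured 30 min after ONE-Glo reagent at room temperature, was the read-out. Beforehand, 2,000 cells per well were exposed for 16 hr at 37 °C to 5-fluorouridine together with compound or vehicle.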
# NPC1 promoter act – activates the NPC1 promoter | Huh7 NPC1 promoter luciferase reporter, 24 h | Potency, µM (series often up to 9.22 µM), for the others: at the highest dose activation, hits mostly activators | 320,000 tested, 2.4% active;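 also: potency is read from the fitted curve at half-maximal effect; % of control where 0% means no effect; nearly all actives have a fitted effect of over 60% in size; reporter is driven by a mutant NPC1 promoter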
#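 NPC1 promoter–luciferase Huh7 cells; 24 h compound; luminescence.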
# Rab9 prom act – Rab9 promoter activation; Huh7 Rab9 promoter-luciferase reporter, luminescence, 24 h; Potency, µM (doses to about 9.22 µM), for the others: top-dose activation, negative = inhibition, usual class: activators; 320,000 tested, 2.8% active; AID 485297; also: potency is read from the fitted curve at half-maximal effect; % of control where 0% means no effect; nearly all actives have a fitted effect of over 60% in size
#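 Using Huh7 cells stably transfected with Rab9 promoter–luciferase, compounds were incubated 24 h at 37 °C, 5% CO2; luciferase luminescence was read 10 min after reagent addition.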
# p53 reactivation – mutant p53 re-activation in reporter cells. H1299 p53-A138V BP100-luciferase reporter, luminescence, 24 h. Potency, µM (titrated, usually from 92.2 µM), inactives show at the top dose activity change, positive = activation, hits mostly activators. 320,000 tested, 0.063% active. AID 504706; also: potency is read from the fitted curve at half-maximal effect; % of control where 0% means no effect; nearly all actives have a fitted effect of over 45% in size
#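 H1299 (p53-null), stable ts p53-A138V + BP100-Luc; 1000 cells/well, Opti-MEM/10% FBS; cpd 4 pt, 1:5; 24 h, 37 deg C, 5% CO2; detection reagent 10 min RT; luminescence.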
# BRCA1 expr act – increases BRCA1 expression | Potency, µM (series often up to 46.1 µM), without a hit: top-dose activation, most hits filed as activators | MCF7-BRCA1-FFLuc reporter, luminescence, 48 h; response scale: scaled: vehicle 0%, 10 µM genistein 100% | 380,000 tested, 1.1% active | AID 624202; also: potency is read from the fitted curve at half-maximal effect; nearly all actives have a fitted effect of over 80% in size; some results filed as inactive show a strong effect at the top dose
#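 First, MCF7-BRCA1-FFLuc cells (2000/well) attach for 2 h; next, compounds are pin-added and incubated 48 h at 37 °C; finally, luciferase reagent is added and luminescence read after 15 min.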
# ELG1 genotoxic – genotoxicity induction in ELG1-luciferase HEK293T cells | HEK293T ELG1-luciferase reporter, luminescence, 16 h | Potency, µM (highest dose often 46 µM), for inactives: at the highest dose activity change, positive = activation, usual class: activators | 330,000 tested, 1.3% active | AID 504466; also: potency is read from the fitted curve at half-maximal effect; % of control where 0% means no effect; nearly all actives have a fitted effect of over 60% in size
#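 Screening used a luciferase reporter fused to human ELG1 in HEK293T cells. Luminescence was read on a CCD plate imager after 16 hr exposure and 30 min ONE-Glo incubation.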
# Tb PFK inh – T. brucei PFK enzyme inhibition | O15648 | T. brucei PFK, ADP-Glo luminescence | Potency, µM (doses to about 57.5 µM), without a hit: at the highest dose activity, negative = inhibition, usual class: inhibitors | 330,000 tested, 0.17% active | AID 485367;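 also: potency is read from the fitted curve at half-maximal effect; 0% = uninhibited 1x PFK enzyme wells and -100% = no-enzyme wells; nearly all actives have a fitted effect of over 60% in size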
#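 In TEA buffer at pH 8.0 with 5 mM MgCl2, enzyme (1.25 nM) converted F6P (0.5 mM) and ATP (0.1 mM) for 45 min at room temperature. ADP product was read by luciferase luminescence.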
# VP16 counter – inhibits Gal4-VP16 luciferase reporter, ROR gamma counter-screen; Drosophila S2 Gal4-VP16 UAS-luciferase, luminescence, 20 h; Potency, µM (titrated, usually from 53.6 µM), for the others: top-dose activity, negative = inhibition, usual class: inhibitors; 310,000 tested, 3.5% active;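 also: Gal4-VP16 expression switched on by copper sulfate through the metallothionein promoter; potency is read from the fitted curve at half-maximal effect; % is scaled to controls: 0 for no effect and ±100 for the full control effect; nearly all actives have a fitted effect of over 50% in size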
# FLuc counter – counter-screen for miR-21 project: firefly luciferase inhibitors or activators; purified FLuc, Km substrates, luminescence inhibition; Potency, µM (titrated, usually from 57.5 µM), for the others: top-dose activity change, negative = inhibition, actives largely listed as inhibitors; 360,000 tested, 6.9% active; AID 588342;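 also: potency is read from the fitted curve at half-maximal effect; plate controls were vehicle for no effect and reference inhibitor for full effect; nearly all actives have a fitted effect of over 55% in size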
#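 Purified P. pyralis luciferase (10nM final) with 10uM D-luciferin and 10uM ATP (Km levels) in 50mM Tris acetate pH 7.5, 10mM Mg acetate, 0.01% Tween-20, 0.05% BSA; qHTS 6-point titration, ~60 µM downward; luminescence read.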
# RORg inh – blocks mouse ROR gamma transcriptional activity; P51450; Drosophila S2 Gal4-RORgamma UAS-luciferase reporter, 20 h; Potency, µM (series often up to 53.6 µM), for the others: at the highest dose activity change, negative = inhibition, actives largely listed as inhibitors; 310,000 tested, 5.4% active; also: potency is read from the fitted curve at half-maximal effect; % is scaled to controls: 0 for no effect and ±100 for the full control effect; nearly all actives have a fitted effect of over 60% in size
#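 Stably transfected Drosophila Schneider cells are the test system, with ROR gamma fused to Gal4 and luciferase under UAS control; luminescence is read after 20 hr of 700 uM copper sulfate induction at ambient temperature.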
# * marks the source's active call; other numbers are inactive results; u = inconclusive; x = no result given; [ ] = another dose, or the depositor's remark. Unless noted, calls follow the shape of the dose curve; as a rule, active = well fitted curve in the direction sought with a large enough effect; inconclusive = small, poorly fitted or top-dose-only effect, or another doubt; inactive = no such curve, though single readings can be large; an effect the other way counts as inactive or inconclusive.
SMILES	TRPV1 ag	ELG1 DNA repair	NPC1 promoter act	Rab9 prom act	p53 reactivation	BRCA1 expr act	ELG1 genotoxic	Tb PFK inh	VP16 counter	FLuc counter	RORg inh
Cc1c(C=O)c2cc(OCc3ccccc3)ccc2n1C	-0.8	u	u	3.98µM*	17.1%	10µM*	u	-3.3%	15.1%	15.1µM*	u
CC1Sc2ccc(S(=O)(=O)N3CCC(C(=O)Nc4ccc(Cl)cc4)CC3)cc2NC1=O (stereo not given)	3.7	4.61µM*	-31.4%[inhibitor]	-35.5%[inhibitor]	-5.8%	-28.8%	-12.0%	1.1%	u	-0.4%	u
CCCCCCn1c(=O)[nH]c2nc3cc(N)ccc3nc2c1=O	u	-24.3%	-2.0%	11.5%	-3.7%	-4.4%	-1.2%	9.6%	0.1%	-2.5%	u
O=C(NCCN1CCOCC1)c1ccc2c(c1)N(Cc1ccccc1)C(=O)CS2	0.0	20.9%	0.1%	-6.7%	-2.6%	-1.9%	0.1%	-2.6%	3.8%	1.3%	-20.8%
CC/C(=N/Nc1ccccc1)c1cnnc(SC)n1	-0.2	8.3%	-1.0%	-3.8%	-3.4%	-50.2%	2.4%	4.1%	-2.5%	2.1%	17.0%
CCOc1cc(N2CCOCC2)c(OCC)cc1NC(=O)c1oc2ccccc2c1C	-0.3	-1.2%	-12.9%	1.9%	-0.8%	-10.7%	-8.1%	0.1%	-1.6%	-1.3%	0.2%
CC(C)c1nnc(NC(=O)c2sc3ccccc3c2Cl)s1	7.4	u	3.16µM*	u	9.8%	53.1%	18.9%	0.4%	u	4.78µM*	8.91µM*
Cc1cccc(OCC(=O)OCC(=O)Nc2ccc(Cl)cn2)c1	x	16.0%	x	x	-1.1%	-9.5%	-1.4%	2.5%	x	x	x
COc1cc(/C=C/C2=CC(C)(C)NC(=S)N2)cc(OC)c1OC	0.5	11.4%	-6.9%	-2.5%	-4.4%	-29.0%	u	6.6%	12.6µM*	-19.8%	3.55µM*
COc1ccc(Cn2cccc(NC(=O)Nc3cccc(C#N)c3)c2=O)cc1	6.3	u	-3.0%	-14.7%	2.1%	-43.1%	-10.4%	-2.8%	-20.6%	2.1%	21.6%
C=CCOc1ccccc1CN1CCN(CCc2ccccc2)C(CCO)C1 (stereo not given)	2.3	-4.1%	-0.7%	-0.8%	x	-11.8%	-8.1%	-2.2%	2.7%	-1.5%	7.1%
O=C(CCc1c[nH]c2ccccc12)NN1C(=O)NC2(CCCCC2)C1=O	1.7	8.5%	0.8%	-2.0%	-5.6%	8.7%	0.7%	-4.9%	x	3.2%	x
COc1ccc(OC(=O)c2ccc(Cl)cc2)c(C(C)=O)c1	4.3	u	-5.0%	-3.2%	9.6%	-1.6%	14.8%	1.9%	5.5%	u	2.1%
Cc1ccc(C(=O)O)cc1S(=O)(=O)NCC1CCCO1 (stereo not given)	-3.1	9.4%	-5.7%	1.9%	-7.7%	-5.9%	-1.1%	-9.1%	0.7%	-1.3%	-18.6%
Cn1nc2c3ccccc3n(Cc3ccc(F)cc3)c2nc1=S	-1.3	23.9%	-6.5%	-5.1%	1.0%	6.1%	0.6%	-6.6%	-4.3%	5.2%	3.9%
CC(=O)N1CCc2cc(S(=O)(=O)NC(CC(C)C)C(=O)N3CCn4c3nc3ccccc34)ccc21 (stereo not given)	16.7	0.0%	-2.6%	-0.2%	-1.2%	-59.9%	-2.0%	0.0%	-1.0%[0.365 µM]	2.8%	-22.9%
CC(=O)c1sc(NC(=O)CSC(C)C(=O)Nc2cc(C)on2)nc1-c1ccccc1 (stereo not given)	-4.1	8.0%	1.1%	-4.8%	-4.5%	4.9%	1.4%	14.8%	x	2.0%	x
CCCCN(C)CCN1C(=O)C2C(C(=O)Nc3ccc(Cl)cc3)C3C=CC2(O3)C1C(=O)NC1CCCCC1 (stereo not given)	0.5	7.9%	-1.1%	3.3%	3.2%	-26.3%	-0.9%	0.1%	-5.3%	0.5%	14.1%
O=C(CN1C(=O)C(=O)N(CCC2=CCCCC2)C1=O)Nc1ccc(F)cc1F	x	-0.1%	x	x	7.1%	-2.1%	4.5%	0.2%	x	x	x
Cc1cc(Nc2ccc([N+](=O)[O-])cc2)nc2ccccc12	0.2	6.7%	-9.9%	0.5%	-1.9%	20.8%	17.7%	-0.7%	-28.2%	-0.6%	u
Cc1cc(Br)cc(C)c1OCC(=O)NNC(=O)c1cccs1	3.1	-5.1%	-2.6%	-2.4%	19.8%	-5.8%	0.0%	-9.5%	-5.1%	4.7%	1.3%
Cc1ccc(CNC(=O)C2CC(c3ccccc3C(F)(F)F)=NO2)cc1 (stereo not given)	0.8	u	-1.2%	-7.7%	-2.6%	5.8%	-0.5%	3.0%	2.9%	-6.2%	15.2%
Cc1cc(C)cc(C(=O)Nc2cccnc2)c1	u	18.2%	0.6%	1.2%	4.0%	-15.5%	5.0%	-1.2%	-2.6%	-16.8%	-7.4%[1.91 µM]
COc1ccc([N+](=O)[O-])cc1Nc1ncnc2ccccc12	1.0	0.2%	-7.4%	-0.7%	3.0%	6.8%	-1.0%	4.7%	-6.3%	9.1%	-11.7%
Cc1oc(C(N)=O)cc1COc1ccc(C(N)=O)cc1	-2.6	0.0%	0.8%	-3.3%	-3.4%	-3.6%	1.7%	-2.6%	6.4%	0.5%	-0.6%
CC1(C)Cc2c(c(-c3ccccc3Cl)[nH]c(=O)c2C#N)CO1	-0.9	0.6%	14.1%	0.4%	0.8%	4.2%	1.6%	-2.5%	-1.2%	3.0%	u
COc1cc(NC(=O)c2cccs2)ccc1NC(=O)c1cc2ccccc2o1	4.1	u	-12.4%	-11.0%	1.7%	-3.9%	u	-2.2%	-8.2%	0.8%	3.8%
Cc1noc(C(=O)Nc2c(C)n(C)n(-c3ccccc3)c2=O)c1Cl	-1.0	2.5%	-0.6%	-5.8%	-2.7%	1.7%	0.3%	-4.4%	-8.6%	3.1%	-15.3%
COCCCNC(=S)N(CCO)Cc1cc2cc3c(cc2[nH]c1=O)OCCO3	3.2	-6.4%	-3.1%	1.4%	3.6%	-25.7%	0.2%	-0.8%	-7.3%	-1.0%	19.0%
CCC1C(=NO)C(CC)C(c2ccccc2)NC1c1ccccc1 (stereo not given)	u	-5.1%	-3.7%	-0.6%	5.9%	-70.4%	-7.5%	0.2%	u	-0.4%	u
O=C(CCNS(=O)(=O)c1cccc2nsnc12)NC1CCN(Cc2ccccc2)CC1	-1.1	-9.9%	-0.9%	-2.7%	1.0%	-1.0%	14.7%	2.7%	-2.3%[0.365 µM]	-1.2%	-9.2%
COc1ccc(N2CCN(C(=O)COC(=O)c3ccccc3OCc3ccc(F)cc3)CC2)cc1	2.7	u	-7.8%	0.7%	0.8%	-19.4%	-6.0%	-4.3%	x	4.6%	x
Cc1cc(C(=O)N2CCc3ccccc3C2)on1	1.4	15.2%	-1.2%	2.3%	x	13.5%	9.8%	-1.3%	-0.6%	3.1%	20.4%
CC(/C=N/n1c(-c2ccccc2)n[nH]c1=S)=C\c1ccco1	24.7	5.2%	-0.9%	-2.9%	-3.6%	-30.4%	-0.1%	-5.5%	7.08µM*	-1.6%	u
O=C(Nc1cccc(-c2nc3ncccc3o2)c1)c1ccccc1	4.2	-18.3%	0.5%	2.2%	-2.4%	33.7%	-4.6%	-2.7%	1.9%	u	27.0%

# 4 entries picked at random from the list so far, as already listed:
SMILES	TRPV1 ag	ELG1 DNA repair	NPC1 promoter act	Rab9 prom act	p53 reactivation	BRCA1 expr act	ELG1 genotoxic	Tb PFK inh	VP16 counter	FLuc counter	RORg inh
Cc1noc(C(=O)Nc2c(C)n(C)n(-c3ccccc3)c2=O)c1Cl	-1.0	2.5%	-0.6%	-5.8%	-2.7%	1.7%	0.3%	-4.4%	-8.6%	3.1%	-15.3%
COc1ccc([N+](=O)[O-])cc1Nc1ncnc2ccccc12	1.0	0.2%	-7.4%	-0.7%	3.0%	6.8%	-1.0%	4.7%	-6.3%	9.1%	-11.7%
COc1ccc(N2CCN(C(=O)COC(=O)c3ccccc3OCc3ccc(F)cc3)CC2)cc1	2.7	u	-7.8%	0.7%	0.8%	-19.4%	-6.0%	-4.3%	x	4.6%	x
COc1ccc(OC(=O)c2ccc(Cl)cc2)c(C(C)=O)c1	4.3	u	-5.0%	-3.2%	9.6%	-1.6%	14.8%	1.9%	5.5%	u	2.1%
